Source: PubChem
BCR signal inh: qHTS Assay to Find Inhibitors of Chronic Active B-Cell Receptor Signaling | ABC-DLBCL IkBa-CBG/CBR reporter, luminescence ratio, 4 h | Potency, µM (titrated, usually from 46.1 µM), without a hit: at the highest dose ratio change, negative = lower green/red ratio, actives largely listed as inhibitors | actives 0.05% (n = 340,000); active = well fitted inhibition curve with a large enough effect in the signal ratio, with a control signal flat, not every such curve was filed as active; inconclusive = small, poorly fitted or top-dose-only effect, or effect the other way, or a change in a side signal; the % refers to the signal ratio;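 also: potency is read from the fitted curve at half-maximal effect; plate controls were basal doxycycline-induced cells for no effect and cells given 10 µM MG132 for full effect; MG132 reads +100%, hits lower the ratio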
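Concentration-response series (up to 46 uM) were applied to TMD8 dual-reporter cells for 4 h at 37C with doxycycline. Green/red ratio, after filter-overlap correction, defined %Activity; red signal alone was normalised to basal cells and zero luminescence.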
MBNL1-CUG inh: qHTS Assay for Inhibitors of MBNL1-poly(CUG) RNA binding; TR-FRET MBNL1-His/biotin-(CUG)12 binding, 665/545 ratio; Potency, µM (doses to about 57.5 µM), without a hit: top-dose activity change, negative = inhibition, most hits filed as inhibitors; actives 0.036% (n = 280,000); AID 2675, 2010; active = well fitted inhibition curve with a large enough effect in the signal ratio, with a control signal flat, not every such curve was filed as active; inconclusive = small, poorly fitted or top-dose-only effect, or effect the other way, or a change in a side signal; inactive = no such curve, though single readings can be large or run the other way; the % refers to the signal ratio; also: potency is read from the fitted curve at half-maximal effect; % is scaled to controls: 0 for no effect and ±100 for the full control effect
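Compounds (final 92 nM to 58 uM) are added to His-tagged MBNL1 and biotin-(CUG)12, then terbium anti-His antibody and streptavidin-XL665 (5 nM final). After 60 min at room temperature, the 665/545 nm ratio is read.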
TSHR antagonist: Antagonists of the Thyroid Stimulating Hormone Receptor: HTS campaign. actives 0.2% (n = 330,000). Thyrotropin receptor (Homo sapiens), P16473. activity change, negative = inhibition, % at 11.5 µM. TSHR-expressing cells, TSH-stimulated cAMP HTRF, 2 h; hits give low values;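 active = activity change below a set negative limit, meaning inhibition stronger than a set level, cut at about -70% in these data; inconclusive = activity change between two set negative limits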; also: % is scaled to controls: 0 for no effect and ±100 for the full control effect
Target sequence (P16473 whole entry, looked up): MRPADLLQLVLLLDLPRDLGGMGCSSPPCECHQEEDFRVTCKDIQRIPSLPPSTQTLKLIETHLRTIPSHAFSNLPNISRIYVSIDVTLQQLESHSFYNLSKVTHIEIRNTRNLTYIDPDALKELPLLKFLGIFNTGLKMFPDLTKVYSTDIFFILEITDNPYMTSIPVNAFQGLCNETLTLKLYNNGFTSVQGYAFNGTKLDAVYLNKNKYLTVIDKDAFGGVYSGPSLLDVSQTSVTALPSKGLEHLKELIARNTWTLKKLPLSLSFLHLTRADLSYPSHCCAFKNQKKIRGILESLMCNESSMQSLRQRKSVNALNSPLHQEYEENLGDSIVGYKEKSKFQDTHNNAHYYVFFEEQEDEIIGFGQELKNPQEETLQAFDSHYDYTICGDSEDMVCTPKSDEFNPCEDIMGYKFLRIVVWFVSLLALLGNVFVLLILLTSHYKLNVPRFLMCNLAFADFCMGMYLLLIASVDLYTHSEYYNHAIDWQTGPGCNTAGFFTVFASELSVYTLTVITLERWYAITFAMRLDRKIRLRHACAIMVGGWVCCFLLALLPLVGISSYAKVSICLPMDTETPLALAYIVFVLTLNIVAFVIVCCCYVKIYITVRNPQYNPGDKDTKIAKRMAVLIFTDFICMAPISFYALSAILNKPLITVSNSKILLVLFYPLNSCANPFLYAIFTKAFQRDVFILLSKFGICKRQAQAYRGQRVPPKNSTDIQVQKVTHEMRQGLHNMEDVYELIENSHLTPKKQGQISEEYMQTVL
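Inhibition of cAMP made by TSHR-expressing cells under TSH stimulation (4nM final, EC80; 2 h, 37 deg C) is quantified with a one-step lysis HTRF kit, anti-cAMP cryptate versus cAMP-d2.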
GALK inhibitor: qHTS Assay for Inhibitors of Human Galactokinase (GALK). P51570. actives 0.007% (n = 270,000). Purified GALK, Kinase-Glo residual ATP luminescence. Potency, µM (titrated, usually from 57.5 µM), for inactives: at the highest dose activity change, negative = inhibition, hits mostly inhibitors; also: potency is read from the fitted curve at half-maximal effect; % is scaled to controls: 0 for no effect and ±100 for the full control effect
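5 nM enzyme, 35 uM ATP, 100 uM galactose, 20 mM HEPES pH8.0, 5 mM MgCl2; 1 h RT; residual ATP by Kinase-Glo Plus luminescence, qHTS format.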
Eya2 inh: qHTS Assay for Inhibitors of the Phosphatase Activity of Eya2; Protein phosphatase EYA2 (Homo sapiens), O00167; recombinant Eya2, OMFP fluorescence dephosphorylation (OMFP is methylfluorescein phosphate); Potency, µM (series often up to 76.9 µM), for the others: at the top dose activity, negative = inhibition, actives largely listed as inhibitors; actives 0.006% (n = 330,000); AID 488837, 2010; also: potency is read from the fitted curve at half-maximal effect; % is scaled to controls: 0 for no effect and ±100 for the full control effect
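Eya2 protein (added as 0.2 uM solution) was preincubated with compound for 10 min at ambient temperature in 50 mM HEPES pH 7.5, 50 mM NaCl, 5 uM MgCl2, 0.05% BSA, 1 mM DTT. OMFP (added at 50 uM) then reacted 10 min; fluorescence read at 485/525 nm.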
S-ASM inh: Inhibitors of Secretory Acid Sphingomyelinase (S-ASM): qHTS. Sphingomyelin phosphodiesterase (Homo sapiens), P17405. actives 0.006% (n = 340,000). Potency, µM (titrated, usually from 57.5 µM), for the others: at the top dose activity change, negative = inhibition, hits mostly inhibitors. placental ASM, HMU-PC fluorogenic substrate, 60 min; also: potency is read from the fitted curve at half-maximal effect
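HMU-PC0 cleavage (9 uM final) by human placental ASM, 60 min at 37 °C following 10 min compound exposure at RT; stopped at pH 10, fluorescence Ex 386/Em 447 nm.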
USP2a block: qHTS Assay for Inhibitors of Ubiquitin-specific Protease USP2a Using CHOP2 as the Reporter. AID 463254, 2010. USP2 core, Ub-CHOP2 coupled fluorogenic reporter, 485/531. Potency, µM (series often up to 38.3 µM), without a hit: top-dose activity change, negative = inhibition, most hits filed as inhibitors. Ubiquitin carboxyl-terminal hydrolase 2 (Homo sapiens), O75604. actives 0.01% (n = 330,000);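 also: potency is read from the fitted curve at half-maximal effect; plate controls were DMSO wells for no effect and full inhibition by NEM control for full effect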
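Deubiquitinase activity read as fluorescence (485/531 nm) after Ub-CHOP2 cleavage activates the enterokinase reporter on its substrate; USP2 core 10nM, Ub-CHOP2 and substrate 25nM each, 30min compound preincubation then 60min RT; data normalized to NEM, curves fitted.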
Menin MLL FP TR: qHTS Assay for Inhibitors Targeting the Menin-MLL Interaction in MLL Related Leukemias: Competition With Texas Red Labeled MLL-derived Mutant Peptide. O00255. Menin + Texas Red MLL mutant peptide, fluorescence polarization. Potency, µM (doses to about 61.6 µM), without a hit: at the top dose FP activity change, negative = inhibition, hits mostly inhibitors. actives 0.23% (n = 270,000). AID 1768, 2009; active = well fitted inhibition curve with a large enough effect in the polarisation, with a control signal flat, not every such curve was filed as active; inconclusive = small, poorly fitted or top-dose-only effect, or effect the other way, or a change in a side signal; inactive = no such curve, though single readings can be large or run the other way; the % refers to the polarisation; also: potency is read from the fitted curve at half-maximal effect; % of control where 0% means no effect; many of its hits are not listed in these tables
Mito fusion yeast: qHTS Assay for Small Molecule Inhibitors of Mitochondrial Division or Activators of Mitochondrial Fusion. S. cerevisiae fusion-defective mutant growth rescue, CellTiterGlo 48 h. Potency, µM (highest dose often 46.1 µM), for the others: top-dose growth rescue (activation), usual class: activators. actives 0.23% (n = 320,000);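 also: potency is read from the fitted curve at half-maximal effect; % of control where 0% means no effect; nearly all actives have a fitted effect of over 45% in size; temperature-sensitive fusion mutants such as fzo1-1 at 37 °C on non-fermentable ethanol glycerol medium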
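S. cerevisiae fusion-defective temperature-sensitive mutants (e.g. fzo1-1, mgm1-5) grown 48 h at 37C in YPEG (ethanol/glycerol non-fermentable) medium with 23 nl compound per well; growth rescue read as CellTiterGlo luminescence.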
PKM2 act: qHTS Assay for Activators of Human Muscle isoform 2 Pyruvate Kinase | Potency, µM (titrated, usually from 57.5 µM), for inactives: top-dose activation, hits mostly activators | AID 1631, 2009 | actives 0.34% (n = 260,000) | purified PKM2, Kinase-Glo ATP luminescence, activation; response scale: 0% is enzyme alone, no compound | Pyruvate kinase PKM (Homo sapiens), P14618; also: potency is read from the fitted curve at half-maximal effect; % is scaled to controls: 0 for no effect and ±100 for the full control effect; nearly all actives have a fitted effect of over 55% in size
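Kinase-Glo luminescence reports ATP generated from ADP (0.1 mM) and PEP (0.5 mM) by purified hPK-M2 after 1 h at room temperature, pH 7.2 imidazole buffer; intermediate enzyme activity allows detecting inhibitors and activators.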
KCNH2 WT inh: qHTS for Inhibitors of KCHN2 3.1: Wildtype qHTS; activity change, % at 1.84 µM; AID 720551, 2013; actives 0.37% (n = 340,000); U2OS, BacMam KCNH2, thallium flux FluxOr; hits give low values; Voltage-gated inwardly rectifying potassium channel KCNH2 (Homo sapiens), Q12809;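 active = maximum activity change below -70%; inconclusive = maximum activity change between -70% and -50%; inactive = maximum activity change above -50%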; also: % is scaled to controls: 0 for no effect and ±100 for the full control effect
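U2OS cells were transduced with wild-type KCNH2 virus (2.03 x 10^8 / mL) for 4 h at room temperature, then cultured overnight at 37 C. Thallium flux was read with FluxOr dye. Rate constants were normalized to DMSO controls.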
Starred values were filed as active, the others as inactive; ? = inconclusive; . = not tested or not shown; [ ] = dose if it differs, or a comment. Unless noted, calls follow the shape of the dose curve; as a rule, active = well fitted curve in the direction sought with a large enough effect; inconclusive = small, poorly fitted or top-dose-only effect, or another doubt; inactive = no such curve, though single readings can be large; an effect the other way counts as inactive or inconclusive. These rows are one share of the data (hit frequency here may not be typical).

Second line of a record – BCR signal inh, MBNL1-CUG inh, TSHR antagonist, GALK inhibitor, Eya2 inh, S-ASM inh, USP2a block, Menin MLL FP TR, Mito fusion yeast, PKM2 act, KCNH2 WT inh
1) CCn1ncc([C@@H]2C[C@H]3CN(Cc4ccccc4C)C(=O)[C@]34CCCN24)c1C
    8%, -13%, 1, 7%, -2%, 3%, 2%, ?, 2%, -7%, -6
2) CCn1nnnc1SCC(=O)Nc1cc(C)on1
    -5%, -10%, 1, 5%, -11%, 3%, 2%, -1%, 1%, 0%, -11
3) Cc1cc(C)n(-c2nc3ccccc3c(=O)n2OCc2ccc(Cl)cc2)n1
    -2%, -3%, 2, 1%, -1%, -3%, 0%, -18%, 3%, -2%, 1
4) CCCc1cc(=O)oc2cc(C)cc(OCC(=O)NCCCN3CCCC3=O)c12
    0%, 3%, -1, -1%, -8%, 15%, 1%, -1%, -2%, 1%[0.46 µM], 1
5) Cc1cccc(N2CCN(C(=O)C3CCN(c4ncnc5c4nc4n5CCCCC4)CC3)CC2C)c1 (stereo not drawn)
    ?, -10%, -28, 8%, -1%, -1%, -6%, ?, 16%, -2%[0.46 µM], 1
6) O=C(CN1C(=O)NC(Cc2ccccc2)C1=O)Nc1ccccc1OC(F)F (stereo not drawn)
    -6%, ., ., ., 0%, -2%, -1%, ., -4%, ., -16
7) Cc1ccc(S(=O)(=O)Cc2ccc(C(=O)N3CCN(c4cc(C)ccc4C)CC3)o2)cc1
    1%, -2%, 0, -3%, -1%, -2%, -1%, -8%, 3%, -7%, -4
8) COc1cc(C(=O)NCCC(C)C)c([N+](=O)[O-])cc1OC
    -3%, ?, 1, 2%, -2%, 1%, 0%, -9%, 1%, -1%, -4
9) CCN1CCN(C(=S)NC(=O)c2cccs2)CC1
    -17%, -3%, -3, -1%, 21%, 42%, 1%, -6%, -21%, ., -4
10) Cc1cc(C)c(N2C(=O)CCCC2=O)c(Cl)c1
    -2%, -6%, 6, -2%, 5%, -1%, 2%, -2%, 0%, -1%[11.5 µM], -29
11) Oc1ccc(/C=N/N2CCOCC2)c(O)c1O
    11%, 3%, -3, 8%, 10%, -1%, 3%, -1%, -3%, 10%, -4
12) O=C1CC[C@H](O)CCN1[C@H](CSc1ccccc1)Cc1ccccc1
    2%, 3%, -15, ., 3%, 0%, 2%, -20%, -1%, 0%, .
13) O=C(CCC(=O)Nc1ccc(Oc2ccccc2)cc1)NCCO
    -1%, 3%, -6, 1%, 10%, 0%, -2%, -1%, -3%, -2%, -2
14) COc1ccc(-c2c(C)n([O-])c3c([n+]2=O)CCCC3)cc1
    -3%, ?, 10, 3%, 14%, 3%, 1%, -22%, 1%, -3%, -13
15) CCOC(=O)C(=NCC1CCCO1)NNc1ccccc1Cl (stereo not drawn)
    -1%, -1%, 9, -1%, 1%, -5%, 0%, ., -6%, -5%, 6
16) O=C(CSc1nc2ccsc2c(=O)n1CC1CCC(C(=O)O)CC1)NCCc1ccc(Cl)cc1 (stereo not drawn)
    11%, -6%, -18, -2%, 2%, -2%, 0%, 13%, -5%, -3%, -4
17) COc1cccc(NC(=O)NNC(=O)CN2C(=O)COc3ccccc32)c1
    6%, -6%, 6, -2%, 8%, 8%, 0%, 2%, 1%, -2%, -8
18) O=C(CSc1nc(-c2ccccc2)cc(C(F)(F)F)n1)c1cccc([N+](=O)[O-])c1
    1%, -5%, 22, 2%, -5%, -1%, -1%, ?, -11%, -17%, 1
19) COc1cc(/C=N\Nc2nc3ccccc3[nH]2)cc(OC)c1OC
    ?, -3%, 11, -2%, 6%, 4%, 4%, ?, -6%, -1%, 12
20) N#CCc1nc2c3c4c(sc3ncn2n1)CCCC4
    18%, 11%, -3, 2%, 12%, -13%, -1%, 3%, -4%, -4%, 2
21) CC1(C)CC2CC(C)(CN2Cc2c(O)ccc3ccccc23)C1 (stereo not drawn)
    2%, 2%, 3, 7%, 7%, 30%[activator], -1%, ?, 0%, -2%, -10
22) Cc1cc(-c2ccccc2)nc2cc(C(=O)NCCCn3ccnc3)nn12
    1%, 34%[activator], -2, -3%, 1%, 22%, 4%, -3%, 0%, 5%, -2
23) Cc1ccc(S(=O)(=O)N2CCCCC2CCNC(=O)C(=O)NCc2cccnc2)cc1 (stereo not drawn)
    8%, ., 7, ., 16%, ., 4%, ., -1%, ., -1
24) CCOC(=O)C1=C(C)N=c2s/c(=C/c3cccc([N+](=O)[O-])c3O)c(=O)n2C1c1ccc(OC)cc1OC (stereo not drawn)
    7%, 10%, -7, 7%, -1%, -13%, -2%, ?, -6%, -12%, -2
25) COc1ccc(CN(C)C(=O)COC(=O)c2ccc3c(c2)OCO3)cc1OC
    ?, -8%, 3, 3%, -3%, 3%, -1%, 0%, 1%, -4%, -14
26) CCCCCC1(C)NC(=S)N(c2ccccc2)N1 (stereo not drawn)
    -18%, -7%, 10, -2%, -5%, -4%, -1%, 6%, -1%[9.22 µM], 0%, 3
27) Fc1cccc(CNc2ncnc3cc(Cl)ccc23)c1F
    0%, 15%, -14, 5%, ?, 22%, 3%, 21%, -9%, ., -10
28) CNC(=O)NC(=S)NC(=O)c1ccc(OC)cc1
    -3%, 4%, 2, 0%, 9%, 0%, 1%, -10%, 3%, ?, 1
29) CCOC(=O)C1CCN(c2cc(C)nc3cc(-c4cccc(F)c4)nn23)CC1
    ?, 1%, -21, -1%, -3%, 156%[activator], 3%, 15%, 3%, 4%, -5
30) COc1ccc(C(C[N+](=O)[O-])c2c(-c3ccccc3)cc3ccccn23)cc1OC (stereo not drawn)
    ., 17%, ., 6%, ., 8%, ., -1%, -10%, 4%, 10
31) Cc1nnn(-c2nonc2N)c1C(=O)NNC(=O)c1ccc(Cl)c(Cl)c1
    -8%, -1%, -3, 0%, 8%, 6%, 8%, -2%, 19%, -2%, 0
32) CC1CCC(NC(=O)CCn2ccc3cc(S(=O)(=O)N4CCCC4)ccc32)CC1 (stereo not drawn)
    -4%, -5%, 16, 6%, -12%, 0%, 0%, -3%, 1%, 1%[0.46 µM], -2
33) CC(C)(C)c1csc(NC2=NS(=O)(=O)c3ccccc32)n1
    ?, -3%, -13, 0%, 10%, -4%, 0%, 17%, 4%, -1%, 8
34) CCN1CCN(CCCNC(=O)C2CCN(c3nnc(-n4c(C)ccc4C)s3)CC2)CC1
    0%, 13%, -6, ., 0%, 3%, -4%, -1%, -2%, -1%, 6
35) Cc1occc1C(=O)Nc1nnc(-c2ccncc2)s1
    1%, -2%, 8, 0%, -2%, 39%[activator], 3%, 5%, -1%, -9%, 10
36) Cc1ccc(C(=O)NC(=S)Nc2ccc(N3CCOCC3)cc2)cc1C
    9%, -3%, -3, 7%, -11%, -2%, -1%, ?, -7%, 0%, -8
37) Clc1cncc(Cl)c1N/N=C/c1ccccc1
    ?, -13%, 1, 1%, 4%, -6%, 0%, ., -4%, -7%, -1
38) Cc1cc(C)cc(N2C(=O)CSC2c2cccs2)c1 (stereo not drawn)
    7%, -8%, 10, 0%, -7%, 1%, 0%, -18%, 4%, -12%, 1
